Source: PubChem BioAssay
P. falciparum M17LAP – P. falciparum M17LAP inhibitors, primary screen, biochemical, fluorogenic H-Leu-NHMec substrate, 1536-well (AID 1619); recombinant M17LAP, H-Leu-NHMec fluorogenic kinetic assay; higher % means a stronger effect; inhibition, % at 30 µM; hits with a dose series show IC50 in µM; 220,000 compounds, 0.38% hits;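 active means compound inhibiting the enzyme by more than half at any dose during confirmatory dose-response retesting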;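 further: plate controls were full reaction with DMSO carrier for no effect and no enzyme background for full effect; strong numbers were not always called active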
SIAH1 antagonists – blockers of Siah-1 interaction with plectin peptide – biochemical, fluorescence polarization, rhodamine-plectin, uHTS, primary screen (AID 1817); Siah-1 / rhodamine-plectin peptide fluorescence polarization; higher % means a stronger effect; displacement, % at 20 µM; hits with a dose series show IC50 in µM; 290,000 compounds, 0.02% hits;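 active means displacement of at least 50% at 20 µM, with a fluorescence ratio check between 0.3 and a set limit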;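 further: plate controls were Siah plus tracer with DMSO for no effect and tracer alone without Siah for full effect; strong numbers were not always called active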
XIAP antagonists – small molecules displacing peptide from XIAP – biochemical, IAP family, fluorescence polarization (AID 1018). XIAP BIR domain, fluorescence polarization peptide displacement; higher % means a stronger effect. displacement, % at 20 µM; hits with a dose series show IC50 in µM. 200,000 compounds, 0.007% hits; in the data active means displacement above about 50%; further: a part of the inactive calls stands beside numbers as strong as those of hits
LYP inhibition – PTPN22 lymphoid phosphatase activity blockers – biochemical, fluorescence intensity, uHTS (AID 1779) | recombinant LYP phosphatase, fluorescence intensity; higher % means a stronger effect | inhibition, % at 11.5 µM; hits with a dose series show IC50 in µM | 290,000 compounds, 0.054% hits;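 further: plate controls were vehicle with enzyme for no effect and no enzyme for full effect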
Lipid droplet – hepatic lipid droplet formation modulation. inhibition, % at 6.5 µM. 240,000 compounds, 0.4% hits. AML12 mouse hepatocytes, oleate lipid droplets, BODIPY imaging. AID 1656;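 active means lipid droplet intensity inhibited by at least 50%, with more than 500 cells counted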
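Material – mouse AML12 hepatocyte cell line, fixed after treatment · Compound dosing – one dose, 6.5 µM compound · Times – compound with oleate, overnight · Measured by – Image-based BODIPY and DAPI two-channel analysis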
M1AAP inhibition – malaria alanyl aminopeptidase activity blockers – biochemical, fluorogenic H-Leu-NHMec substrate, 1536-well (AID 1445); recombinant M1AAP, H-Leu-NHMec fluorogenic kinetic assay; higher % means a stronger effect; one-dose inhibition, % at 30 µM; IC50 in µM for titrated hits; 220,000 compounds, 0.42% hits;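 active means primary inhibition above the hit cutoff, then over 50% inhibition at one or more dose response concentrations, cut at about 23% in these data, passing the limit was not always enough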;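 further: plate controls were DMSO full reaction for no effect and no enzyme background for full effect; strong numbers were not always called active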
ER stress rescue – protection against thapsigargin-triggered cell killing – 384-well, CSM14.1, ATP luminescence, primary screen (AID 1222). 190,000 tested, under 10 active. CSM14.1 thapsigargin-induced death rescue, ATP luminescence; higher % means a stronger effect. cellular ATP content (survival), % at 20 µM, or EC50 in µM where a hit was titrated;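 active means EC50 below 50 µM in the dose-response confirmation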;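 further: death triggered by thapsigargin at about 15 µM added after 2 h compound pretreatment; cell ATP read after overnight thapsigargin exposure of roughly 18 to 22 hours; normalized against plate controls of thapsigargin alone and 5% DMSO vehicle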
AID2073 – disruptors of CaV2.2 binding to Mint1 – biochemical, HTRF (AID 2073). HTRF protein-protein interaction, Mint1-CaV2.2; higher % means a stronger effect. inhibition, % at 20 µM, or IC50 in µM where a hit was titrated. 290,000 compounds, 0.19% hits; in the data active means inhibition mostly above about 51%, no sharp cut-off; further: some results filed as inactive read as strong as hits
NOD2 inhibition – inhibition of NOD2-driven NF-kB reporter – cell-based, luminescence, uHTS, HEK293 (AID 1566); HEK293 NOD2/NF-kB luciferase reporter, luminescence; higher % means a stronger effect; inhibition, % at 4 µM; hits with a dose series show EC50 in µM; 290,000 compounds, 0.63% hits; further: many of its hits are not listed in these tables
Lipid droplet cells 6.5 µM – further read-out of Lipid droplet, marked with its call; cell count; measured here: cell count, cytotoxicity flag;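 cells counted across two imaged fields per well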
Numbers without * were called inactive; / = no result given. Unless noted, no stated cut-off is given here; in the data, active means inhibition above about 50%; inactive means the rest.

SMILES	P. falciparum M17LAP	SIAH1 antagonists	XIAP antagonists	LYP inhibition	Lipid droplet	Lipid droplet cells 6.5 µM	M1AAP inhibition	ER stress rescue	AID2073	NOD2 inhibition
C[C@@H]1CC2OC(=O)[C@@]3(C)C(=O)CC[C@@](C)(C23)[C@@]1(O)CCc1ccoc1 (stereo partly drawn)	/	-0.9%	/	-9.9%	-6.5	829	/	/	10.0%	12.6%
CCOC(=O)C1(Cc2ccccc2C)CCCN(C(=O)CCC(=O)OC)C1 (stereo not drawn)	/	0.2%	/	-7.6%	-4.5	816	/	/	8.1%	5.3%
COc1ccc(C2C(C#N)=C(SCC(=O)Nc3ccc(C)cc3)NC3=C2C(=O)CC(C)(C)C3)cc1 (stereo not drawn)	20.1%	-3.4%	-4.6%	10.1%	/	/	-4.0%	0.9%	28.8%	-5.4%
CCOc1cc(C2C3=C(CC(C)(C)CC3=O)N(CCOC)C3=C2C(=O)CC(C)(C)C3)ccc1OC	/	11.3%	/	-6.6%	-32.7	808	/	/	3.0%	9.9%
Cc1cc(C)c(S(=O)(=O)N(C)CC(=O)NC2CCCC2)c(C)c1	-4.7%	6.5%	0.6%	-6.9%	-1.4	786	-5.3%	0.5%	1.0%	15.9%
CCOC(=O)C1CCCN(C(=O)c2ccc(CNc3c(N4CCC(C)CC4)c(=O)c3=O)cc2)C1 (stereo not drawn)	5.7%	8.2%	-5.9%	-0.3%	-2.3	631	-5.9%	-2.3%	-5.9%	8.0%
CC(=O)c1cccc(CN2CCN(CCc3ccccc3)C(CCO)C2)c1 (stereo not drawn)	-0.2%	0.1%	-8.7%	-2.7%	-0.2	739	4.8%	-2.1%	2.3%	-4.6%
CCOc1nc(NCCc2ccc(OC)c(OC)c2)nc(NC(C)(C)CO)n1	-9.4%	6.7%	2.9%	1.9%	/	/	-3.3%	1.6%	8.8%	8.1%
COc1ccc(NC(=O)CCN2C(=O)c3cccc([N+](=O)[O-])c3C2=O)cc1	/	0.4%	/	-8.9%	/	/	/	/	-3.8%	9.3%
CCOc1ccccc1NC(=O)/C(C#N)=C/c1c(C)nn(-c2ccc(F)cc2)c1Cl	1.3%	-3.3%	-1.3%	-9.5%	-23.4	612	-1.9%	-1.1%	-8.0%	18.2%
CC(=O)NCCc1nc2ccccc2n1CCOc1cccc(C)c1	-0.2%	16.6%	/	-4.5%	9.8	756	0.6%	/	27.6%	16.9%
Cc1cccc(NC2=C(NC(=O)c3ccccc3)C(=O)c3ccccc3C2=O)c1	2.5%	-3.1%	-0.5%	-1.8%	-2.0	546	14.5%	-1.2%	13.0%	6.5%
C=CCN(CC=C)S(=O)(=O)c1ccc(C(=O)Nc2nnc(CSC)o2)cc1	-0.8%	14.6%	-1.6%	-2.1%	10.1	723	-13.8%	-0.2%	2.3%	27.5%
Cc1ccc(S(=O)(=O)N2CCC(=O)N(C(COCc3ccc(Cl)cc3)Cc3ccccc3)CC2)cc1 (stereo not drawn)	-5.4%	-3.9%	-5.2%	5.7%	-32.2	722	-1.8%	-0.1%	2.4%	7.0%
COc1ccc(CN=CC2=C(O)CC(C)(C)CC2=O)cc1	3.7%	2.0%	-3.3%	-2.1%	/	/	1.6%	1.8%	-3.3%	-24.6%
Cc1ccc(NS(=O)(=O)c2ccc(Cl)c(NC(=S)NC(=O)C3CCCCC3)c2)cc1Cl	15.9%	-2.5%	-7.5%	4.9%	45.1	435	-3.8%	-3.9%	-0.5%	-2.7%
CCC(=O)Nc1cccc(-n2nnnc2SCC(=O)N2CCCCC2)c1	-3.9%	-1.7%	-3.9%	-8.4%	-0.1	640	5.2%	-0.7%	-14.3%	4.9%
CC1=C(C(=O)N2CCCC(C(=O)c3cccc(C(F)(F)F)c3)C2)OCCO1 (stereo not drawn)	12.4%	-5.3%	-8.5%	-9.3%	-35.3	714	0.8%	-2.2%	-14.5%	4.1%
COc1ccc(S(=O)(=O)NCC2CCCO2)c(Cl)c1Cl (stereo not drawn)	/	9.5%	/	-2.4%	-16.4	808	/	/	-4.7%	-15.7%
COc1ccccc1NC(NC(=O)c1ccccn1)C(Cl)(Cl)Cl (stereo not drawn)	12.7%	8.1%	-1.6%	-6.8%	10.2	458	-3.0%	-3.8%	-3.5%	19.4%
COc1ccc(OC)c(S(=O)(=O)N2CCC(C(=O)N3CCCC3)CC2)c1	/	2.1%	/	-8.4%	-0.6	798	/	/	-0.9%	-10.9%
COCCOC(=O)C1=C(C)N=c2s/c(=C\c3cccs3)c(=O)n2C1c1cccs1 (stereo not drawn)	4.9%	-1.3%	-0.2%	2.9%	-35.8	705	8.0%	/	15.7%	20.3%
O=C(Nc1ccc(Nc2ccncc2)cc1)c1ccc(Nc2ccnc3ccc([N+](=O)[O-])cc23)cc1	12.1%	60.0%*	/	-29.9%	21.2	783	12.6%	/	43.5%	2.6%
O=S(=O)(c1cccs1)N1CN(Cc2ccc(F)cc2)c2nc3ccccc3nc21	3.6%	4.2%	-2.5%	2.2%	/	/	2.8%	-0.3%	-2.3%	-1.9%
COc1cc(NS(=O)(=O)c2ccc(N/C=C(\C#N)c3nc4ccccc4o3)cc2)nc(OC)n1	7.3%	7.3%	-20.2%	-6.9%	/	/	15.5%	-0.9%	0.5%	20.5%
CCCNC(=O)c1cc(OC)c(OC)cc1[N+](=O)[O-]	20.1%	2.1%	2.5%	-0.5%	8.0	714	5.2%	-1.8%	4.8%	-4.7%
CC1CCCC(C)N1NC(=O)Cc1ccccc1 (stereo not drawn)	/	4.2%	/	-3.9%	0.9	853	/	/	33.0%	14.5%
CCOc1ccccc1NC(=O)c1ccc2c(=O)n3c(nc2c1)CCCCC3	/	-1.2%	/	-6.2%	-8.2	723	/	/	7.0%	19.0%
Cc1ccc(N(CC(=O)NC(C)(C)C)C(=O)CCC(=O)Nc2nccs2)c(C)c1	/	11.4%	/	-7.6%	1.6	781	/	/	-1.0%	5.3%
CC(=O)Nc1ccc2nc(CN3CCC(CO)(CCc4ccccc4)CC3)ccc2c1	-0.2%	-8.3%	/	-4.7%	-9.8	625	-3.8%	/	9.2%	-55.0%
CCn1cc(CN2CCN(Cc3ccc(OC)c(C)c3C)C(CCO)C2)c(C)n1 (stereo not drawn)	0.3%	4.3%	-7.1%	-8.2%	24.2	723	5.6%	-0.2%	3.6%	-15.5%
COc1ccc(-c2cc(=O)oc3cc(OCC(=O)c4cccc([N+](=O)[O-])c4)ccc23)cc1	5.6%	8.7%	3.9%	-9.3%	-11.8	552	-1.8%	-2.7%	0.3%	-8.1%
COc1cccc(NC(=S)N(CCN(C)C)C(C)c2ccco2)c1 (stereo not drawn)	12.2%	-1.6%	-13.5%	-12.0%	12.3	686	3.3%	-3.3%	-23.0%	13.7%
CCCc1cc(C(=O)Nc2sc3c(c2C#N)CCC3)no1	-13.8%	-0.4%	-4.0%	-3.1%	-5.3	672	19.2%	/	-13.3%	7.4%
C[C@@]12CC(=O)NC1N(C(=O)c1cccc(C(F)(F)F)c1)C(c1ccccc1O)C2 (stereo partly drawn)	5.3%	1.3%	-3.6%	-3.5%	5.3	764	-2.2%	0.4%	-1.4%	11.9%
COC(=O)c1ccc(/C=N\N2CCN(Cc3ccc(C)cc3)CC2)cc1	8.1%	2.1%	-0.5%	-3.6%	/	/	1.9%	-1.7%	-11.9%	11.0%

Some of the entries so far, as labelled records.
COc1cccc(NC(=S)N(CCN(C)C)C(C)c2ccco2)c1 (stereo not drawn)
  P. falciparum M17LAP: 12.2%
  SIAH1 antagonists: -1.6%
  XIAP antagonists: -13.5%
  LYP inhibition: -12.0%
  Lipid droplet: 12.3
  Lipid droplet cells 6.5 µM: 686
  M1AAP inhibition: 3.3%
  ER stress rescue: -3.3%
  AID2073: -23.0%
  NOD2 inhibition: 13.7%
CCOc1ccccc1NC(=O)c1ccc2c(=O)n3c(nc2c1)CCCCC3
  P. falciparum M17LAP: /
  SIAH1 antagonists: -1.2%
  XIAP antagonists: /
  LYP inhibition: -6.2%
  Lipid droplet: -8.2
  Lipid droplet cells 6.5 µM: 723
  M1AAP inhibition: /
  ER stress rescue: /
  AID2073: 7.0%
  NOD2 inhibition: 19.0%

New compounds follow:
SMILES	P. falciparum M17LAP	SIAH1 antagonists	XIAP antagonists	LYP inhibition	Lipid droplet	Lipid droplet cells 6.5 µM	M1AAP inhibition	ER stress rescue	AID2073	NOD2 inhibition
Cc1cccc(NC(=O)c2sc3nc(-c4ccccc4)cn3c2C)n1	10.1%	-5.1%	-3.1%	0.0%	20.8	634	0.6%	-2.6%	-13.5%	11.7%
Cc1ccsc1/C=C/c1n[nH]c(=O)c(C#N)c1C	/	-1.7%	/	-4.5%	11.8	839	/	/	7.4%	-10.3%
O=C(CCn1c(=O)oc2ccccc21)N1CCN(c2ccccc2F)CC1	19.8%	1.3%	-6.3%	3.1%	/	/	-2.8%	0.3%	15.3%	-3.8%
Cc1cc(OCC(=O)Nc2ccc(S(=O)(=O)N3CCN(C)CC3)cc2)ccc1Br	/	0.2%	/	-9.6%	-24.5	816	/	/	9.8%	4.0%
CCOc1ccccc1/C=C/c1cc(C(=O)O)c2ccccc2n1	-31.5%	-0.1%	/	-7.0%	-9.9	689	7.3%	/	4.4%	-5.4%
COc1cc(CN2CCC(Cc3ccccc3)CC2)c([N+](=O)[O-])cc1OC	/	-0.4%	/	-3.2%	-7.0	806	/	/	-31.0%	-5.7%
COCCCNC(=O)c1c[nH]c2ccc(S(=O)(=O)N3CCC4(CC3)OCCO4)cc2c1=O	2.2%	-3.3%	-8.7%	-4.9%	-7.3	705	14.9%	1.3%	-6.5%	18.9%
O=C(Nc1ccccc1C(=O)N1CCOCC1)c1ccco1	9.8%	-3.0%	-4.3%	-5.1%	/	/	8.7%	1.5%	1.8%	8.4%
COC(=O)C(C(=O)Nc1ncccn1)C1CCCCCC1 (stereo not drawn)	7.9%	-2.7%	-1.5%	-0.8%	-0.4	768	5.0%	-3.7%	2.5%	-14.0%
COCCn1c(SCC(=O)c2ccccc2)nc2c(c1=O)SC(C)C2 (stereo not drawn)	-0.8%	2.8%	-3.2%	-1.2%	/	/	5.2%	-1.0%	-12.3%	-1.9%
CCOc1cc2[nH]c(=S)n(C(C)C)c(=O)c2cc1OCC	2.9%	-0.7%	-9.4%	-4.1%	7.6	843	7.8%	-1.5%	3.5%	13.9%
COc1ccc(CCNC(=O)COc2ccc(N(C)S(=O)(=O)c3ccc(Cl)cc3)cc2)cc1	0.3%	-2.4%	-7.0%	4.5%	-35.6	709	-0.1%	0.9%	-9.1%	-66.1%
CCOC(=O)N1CCN(c2ccnc3cc(Cl)ccc23)CC1	/	-6.2%	/	-9.3%	-33.2	698	/	/	14.5%	10.8%
O=C(O)C1C2C=CC(C2)C1C(=O)NCCCc1ccccc1 (stereo not drawn)	8.8%	-3.6%	-9.4%	7.5%	-9.1	600	4.8%	-1.6%	-2.3%	7.3%

An excerpt. The share of hits here may be higher or lower than overall.
